MOR-DOR inv ag – inverse agonists of human mu-delta opioid receptor heterodimerization. P35372+P41143. cell-based MOR-DOR heterodimer luminescence, inverse agonism. inhibition, % at 9.3 µM. 0.21% of 340,000 active. AID 504357; in the data active means inhibition above about 22%, passing the limit was not always enough;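 further: 0% = cells with DMSO and 100% = wells without cells with DMSO; values of inactives mirror those of a sister screen read the other way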
RTF Ca sens inh – cardiac RTF calcium desensitization; 0.12% of 340,000 active; IANBD-labeled cardiac RTF, Ca2+ fluorescence; inhibition, % at 7.15 µM; P19429+P45379;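 active means inhibition above the mean inhibition of all tested compounds plus 3 SD, cut at about 17% in these data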;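 further: assay run at fixed EC70 calcium of 1.6 mM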
Keap1 Nrf2 FP – inhibitors of human Keap1-Nrf2 protein-protein interaction; Q14145; Keap1 Kelch-Nrf2 peptide fluorescence polarization, 1536-well; inhibition, % at 9.4 µM; 0.15% of 340,000 active; AID 504523; in the data active means inhibition above about 12%;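 further: human Keap1 Kelch domain with fluorescein labeled Nrf2 9mer peptide probe; 0% = neutral control wells and 100% = peptide positive control; higher means more block of Keap1 binding to Nrf2 peptide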
Arrestin-AP2 inh – blocks beta-arrestin peptide binding to AP2 adaptin; FITC-arrestin peptide / GST-AP2 beads, flow cytometry; AP2 beta2 appendage carries R879A mutation; inhibition, % at 10 µM; 0.31% of 340,000 active;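 active means inhibition above a set limit, near 3 SD of compounds lacking own fluorescence, cut at about 54% in these data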;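 further: plate controls were DMSO wells for no effect and 5 µM unlabelled arrestin peptide for full effect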
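System: GST-AP2 R879A glutathione beads; medium: PBS, Tween 20 0.05%, BSA 0.1%; reagent: fluorescein-tagged arrestin peptide at 50 nM final; schedule: pre-incubation 12 min, peptide binding 1 h, room temperature; detection: flow cytometry, FL1 (488/535 nm); read-out: inhibition as reduced fluorescein signal on beads, percent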
OPRM1-OPRD1 ag – OPRM1-OPRD1 heterodimerization agonism | P35372+P41143 | cells, luminescence | activation, % at 9.3 µM | 0.3% of 340,000 active | AID 504326; in the data active means activation above about 18%;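 further: 0% = vehicle-treated cells and 100% = reference agonist; values of inactives mirror those of a sister screen read the other way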
V-ATPase pHluor – yeast V-ATPase proton transport regulation by pHLuorin. response, % at 10 µM. 0.37% of 350,000 active. S. cerevisiae, pHLuorin cytosolic pH fluorescence; in the data active means response mostly above about 7.3%, no sharp cut-off; inactive means mostly below about 5.4%; further: actives read high; inactives centre near 0; some compounds called inactive have numbers as strong as hits; reference of the scale not given here
DSG3 Ab inh – blocks pemphigus antibody binding to human desmoglein-3 | AID 588358 | P32926 | 0.48% of 310,000 active | DSG3-coupled beads, scFv-anti-DSG3-GFP binding, flow cytometry; stronger effect = lower value | binding (percent of control), % at 10 µM;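 active means binding more than 3 SD below its plate's average and above zero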;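 further: hits lower antibody fragment binding to DSG3; some compounds called inactive have numbers as strong as hits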
Target sequence (P32926 whole entry, looked up, the tested form may be a part): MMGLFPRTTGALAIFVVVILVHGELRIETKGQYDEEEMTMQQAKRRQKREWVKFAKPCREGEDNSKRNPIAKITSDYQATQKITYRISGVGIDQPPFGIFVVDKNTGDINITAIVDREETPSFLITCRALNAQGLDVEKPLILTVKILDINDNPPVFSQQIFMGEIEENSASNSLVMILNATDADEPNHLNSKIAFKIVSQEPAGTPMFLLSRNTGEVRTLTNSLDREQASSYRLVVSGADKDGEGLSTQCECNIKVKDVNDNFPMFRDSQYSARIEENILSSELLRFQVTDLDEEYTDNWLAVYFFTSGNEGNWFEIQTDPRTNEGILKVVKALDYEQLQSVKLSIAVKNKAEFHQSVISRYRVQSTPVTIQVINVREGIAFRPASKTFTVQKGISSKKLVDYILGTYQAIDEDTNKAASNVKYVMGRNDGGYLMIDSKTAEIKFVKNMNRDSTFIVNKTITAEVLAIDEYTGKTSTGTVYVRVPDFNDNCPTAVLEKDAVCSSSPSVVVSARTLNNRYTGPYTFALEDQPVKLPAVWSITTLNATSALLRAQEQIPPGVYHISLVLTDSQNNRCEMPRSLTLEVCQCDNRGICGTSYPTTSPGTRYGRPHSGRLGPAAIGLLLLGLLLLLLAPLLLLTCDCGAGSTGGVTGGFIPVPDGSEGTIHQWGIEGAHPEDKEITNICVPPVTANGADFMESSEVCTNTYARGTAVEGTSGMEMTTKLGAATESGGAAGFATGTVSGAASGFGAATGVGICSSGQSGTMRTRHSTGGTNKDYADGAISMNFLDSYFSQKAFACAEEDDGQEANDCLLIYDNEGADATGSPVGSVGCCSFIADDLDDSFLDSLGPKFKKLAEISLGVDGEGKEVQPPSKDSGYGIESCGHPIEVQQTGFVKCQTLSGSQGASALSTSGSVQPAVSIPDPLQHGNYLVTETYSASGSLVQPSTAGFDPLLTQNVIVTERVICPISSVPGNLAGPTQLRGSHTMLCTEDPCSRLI
LANA DNA inh – KSHV C-LANA DNA binding inhibition | inhibition, % at 9 µM | 0.078% of 340,000 active | MBP-C-LANA/FAM-LBS DNA binding, fluorescence polarization;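 active means highest replicate inhibition at or above 60% at 9 µM, even if other replicates fall short; inactive means all replicates below 60% inhibition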;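 further: 0% = neutral control wells and 100% = 4 µM acridine orange control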
RTF Ca sens act – cardiac RTF calcium sensitization; AID 493008; 0.24% of 340,000 active; IANBD-labeled TnC RTF fluorescence at EC20 calcium; 0% EC20 calcium, 100% full calcium; activation, % at 7.2 µM; P19429+P45379;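 active means activation above the mean over all tested compounds plus 3 SD, cut at about 30% in these data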;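 further: rise in fluorescence read as greater calcium sensitivity of cardiac thin filaments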
Wnt act – activates Wnt/beta-catenin signaling in a reporter cell assay | activator, plate reader | 1.2% of 300,000 active | activation, % at 9.35 µM; in the data active means activation above about 30%, passing the limit was not always enough;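 further: 0% = neutral control wells and 100% = positive control wells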
* marks the source's active call; other numbers are inactive results; . = not tested or not shown; & = joins results of further samples; ! = not confirmed by another sample. This is a subset; rates above refer to the full screens.

Key to letters – A = MOR-DOR inv ag; B = RTF Ca sens inh; C = Keap1 Nrf2 FP; D = Arrestin-AP2 inh; E = OPRM1-OPRD1 ag; F = V-ATPase pHluor; G = DSG3 Ab inh; H = LANA DNA inh; I = RTF Ca sens act; J = Wnt act
COc1c(O)cc2c(c1O)[C@@H]1O[C@H](CO)[C@@H](O)[C@H](O)C1OC2=O (stereo partly specified)
  A = 4 | B = 7 | C = 2 | D = -2 | E = -0.9 | F = -2 | G = 102 | H = 0.7 | I = 10 | J = 0

Nc1c2c(nc3ccccc13)CCCC2O (stereo unspecified)
  A = 5 | B = 11 | C = -3 | D = -1 | E = -0.9 | F = -3 | G = 100 | H = 1.8 | I = 1 | J = 0

COc1ccc2ccc(=O)oc2c1
  A = 10 | B = 2 | C = -3 | D = 5 | E = -2.0 | F = 1 | G = . | H = -0.5 | I = 8 | J = -1

CN(C)CCOc1ccccc1Cc1ccccc1
  A = 18 | B = 7 | C = -6 | D = -3 | E = -3.2 | F = -2 | G = 109 | H = 1.6 | I = -2 | J = -3

O=C(Nc1ccc(C(=O)O)c(O)c1)c1ccccc1
  A = 15 | B = -4 | C = 1 | D = 33 | E = -3.3 | F = -3 | G = 101 | H = -0.6 | I = -5 | J = 0

C/C=C(/C)C(=O)OC1c2c(ccc3ccc(=O)oc23)OC(C)(C)C1OC(=O)/C(C)=C\C (stereo unspecified)
  A = -10 | B = -1 | C = -2 | D = 26 | E = 2.0 | F = -1 | G = 102 | H = 1.8 | I = -1 | J = -2

NNC(=O)CP(=O)(c1ccccc1)c1ccccc1
  A = 3 | B = 2 | C = -4 | D = -5 | E = -0.6 | F = -2 | G = . | H = 0.7 | I = 5 | J = -2

Cc1[nH]c2ccccc2c1/C=N/NC(N)=S
  A = 16 | B = 7 | C = 0 | D = -2 | E = -3.2 | F = 1 | G = 108 | H = 0.0 | I = 1 | J = 2

COc1ccc(/C=C/C(=O)O)cc1
  A = 1 | B = -1 | C = 3 | D = 9 | E = -0.2 | F = 2 | G = 90 | H = -0.9 | I = 7 | J = -1

O=c1cc(-c2ccc(O)cc2)oc2cc(O[C@@H]3O[C@H](CO)[C@@H](O)[C@H](O)[C@H]3O[C@@H]3OC[C@](O)(CO)[C@H]3O)cc(O)c12
  A = 7 | B = -14 | C = -2 | D = 3 | E = -1.3 | F = -2 | G = 102 | H = -2.5 | I = 10 | J = 0

COc1ccc(/C=N/NC(=O)c2ccncc2)cc1OC
  A = 9 | B = -1 | C = 1 | D = 6 | E = -1.7 | F = 4 | G = . | H = 0.5 | I = -4 | J = 0

CCn1cc(C(=O)O)c(=O)c2cc(F)c(N3CCNCC3)nc21
  A = 8 | B = 9 | C = -3 | D = 1 | E = -1.4 | F = 0 | G = 104 | H = 2.2 | I = -3 | J = -5

COc1ccc2nc(NC(=O)Nc3ccccc3)sc2c1
  A = -27 | B = -6 | C = -8 | D = 4 | E = 4.9 | F = 2 | G = 107 | H = -0.6 | I = 1 | J = 56*!

COC(=O)C1=CO[C@@H](OC2OC(CO)C(O)C(O)C2O)[C@@H]2[C@@H](C)[C@@H](O)C[C@H]12 (stereo partly specified)
  A = 5 | B = -6 | C = -5 | D = 7 | E = -1.0 | F = 1 | G = 98 | H = -1.6 | I = 10 | J = -1

CC(=O)Nc1ccccc1
  A = 7 | B = -6 | C = -3 | D = 2 | E = -1.2 | F = -2 | G = 105 | H = 1.5 | I = 17 | J = 1

COc1c(O)cc2c(c1O)[C@@H]1OC(CO)C(O)C(O)[C@H]1OC2=O (stereo partly specified)
  A = 14 | B = -1 | C = -2 | D = -10 | E = -2.6 | F = -2 | G = 100 | H = 1.1 | I = -5 | J = -4

O=C(O)/C=C/c1ccc(O)cc1
  A = 13 | B = -7 | C = -3 | D = -2 | E = -2.5 | F = -4 | G = . | H = 1.3 | I = -2 | J = -2

CNc1c2c(nn1C)CCCC2
  A = 9&2 | B = -9&6 | C = -2&-5 | D = 13&-1 | E = -2.0&-0.4 | F = 0&-2 | G = 103&103 | H = 2.3&0.2 | I = -1&2 | J = -3&-2

Cc1cccc2c1NC(=O)/C2=C\C(=O)c1cccs1
  A = 1 | B = -12 | C = -6 | D = 10 | E = -0.2 | F = 0 | G = 97 | H = 1.3 | I = -2 | J = .

CC12CCC(=O)C=C1CCC1C2CCC2(C)C1CC[C@]2(O)C(=O)CO (stereo partly specified)
  A = 14 | B = -15 | C = -2 | D = -8 | E = -2.5 | F = 2 | G = 111 | H = -1.1 | I = -1 | J = -4

CCCCC1C(=O)N(c2ccccc2)N(c2ccccc2)C1=O
  A = 7 | B = -9 | C = 0 | D = 3 | E = -1.2 | F = -2 | G = 96 | H = 3.2 | I = 0 | J = 2&-3

COc1cc([C@H]2Oc3cc([C@H]4Oc5cc(O)cc(O)c5C(=O)[C@@H]4O)ccc3O[C@@H]2CO)ccc1O
  A = -5 | B = 2 | C = -3 | D = 0 | E = 0.9 | F = -3 | G = 102 | H = -1.6 | I = 10 | J = 0

C=C1c2cccc(O)c2C(O)=C2C(=O)[C@]3(O)C(O)=C(C(N)=O)C(=O)[C@@H](N(C)C)[C@@H]3[C@@H](O)[C@H]12
  A = 5 | B = 14 | C = 4 | D = -1 | E = -0.9 | F = -2 | G = 96 | H = 75* | I = 1 | J = -1

O=c1ccn([C@H]2C[C@H](O)[C@@H](CO)O2)c(=O)[nH]1
  A = 7 | B = -6 | C = 2 | D = 35 | E = -1.3 | F = 1 | G = 105 | H = 1.9 | I = 2 | J = -1

CCCCOc1ccc(CC(=O)NO)cc1
  A = 9 | B = -2 | C = -1 | D = -2 | E = -1.7 | F = 1 | G = 103 | H = 1.4 | I = 5 | J = 8&3

Five compounds drawn at random from those above, as already listed:
Key to letters – A = MOR-DOR inv ag; B = RTF Ca sens inh; C = Keap1 Nrf2 FP; D = Arrestin-AP2 inh; E = OPRM1-OPRD1 ag; F = V-ATPase pHluor; G = DSG3 Ab inh; H = LANA DNA inh; I = RTF Ca sens act; J = Wnt act
COc1ccc2ccc(=O)oc2c1
  A = 10 | B = 2 | C = -3 | D = 5 | E = -2.0 | F = 1 | G = . | H = -0.5 | I = 8 | J = -1

COC(=O)C1=CO[C@@H](OC2OC(CO)C(O)C(O)C2O)[C@@H]2[C@@H](C)[C@@H](O)C[C@H]12 (stereo partly specified)
  A = 5 | B = -6 | C = -5 | D = 7 | E = -1.0 | F = 1 | G = 98 | H = -1.6 | I = 10 | J = -1

CN(C)CCOc1ccccc1Cc1ccccc1
  A = 18 | B = 7 | C = -6 | D = -3 | E = -3.2 | F = -2 | G = 109 | H = 1.6 | I = -2 | J = -3

COc1cc([C@H]2Oc3cc([C@H]4Oc5cc(O)cc(O)c5C(=O)[C@@H]4O)ccc3O[C@@H]2CO)ccc1O
  A = -5 | B = 2 | C = -3 | D = 0 | E = 0.9 | F = -3 | G = 102 | H = -1.6 | I = 10 | J = 0

COc1c(O)cc2c(c1O)[C@@H]1O[C@H](CO)[C@@H](O)[C@H](O)C1OC2=O (stereo partly specified)
  A = 4 | B = 7 | C = 2 | D = -2 | E = -0.9 | F = -2 | G = 102 | H = 0.7 | I = 10 | J = 0

Remaining list, next part
Key to letters – A = MOR-DOR inv ag; B = RTF Ca sens inh; C = Keap1 Nrf2 FP; D = Arrestin-AP2 inh; E = OPRM1-OPRD1 ag; F = V-ATPase pHluor; G = DSG3 Ab inh; H = LANA DNA inh; I = RTF Ca sens act; J = Wnt act
Cn1c(=O)c2c(ncn2CCO)n(C)c1=O
  A = 6 | B = 2 | C = -5 | D = 6 | E = -1.2 | F = 6 | G = 154 | H = -0.6 | I = 2 | J = 1

NC(N)=NC(=O)Cc1c(Cl)cccc1Cl
  A = 7 | B = 6 | C = -5 | D = 23 | E = -1.2 | F = -2 | G = 103 | H = -3.6 | I = 1 | J = -2

O=C(O)CNC(=O)c1ccccc1
  A = 13 | B = -6 | C = 4 | D = -5 | E = -2.4 | F = 2 | G = 110 | H = 0.0 | I = 1 | J = -1&0

COC(c1ccccc1)(c1ccccc1)C(Oc1nc(C)cc(C)n1)C(=O)O (stereo unspecified)
  A = 12 | B = -9 | C = 0 | D = 2 | E = -2.4 | F = -7 | G = 114 | H = 0.5 | I = 1 | J = 1

CC1OC(CC(=O)O)CC2=C1C(=O)c1c(O)cccc1C2=O (stereo unspecified)
  A = -130 | B = -6 | C = -1 | D = 24 | E = 30* | F = 117* | G = 94 | H = -1.3 | I = -6 | J = -6

C[C@@H]1C[C@H]2[C@@H]3C[C@H](F)C4=CC(=O)C=C[C@]4(C)[C@@]3(F)[C@@H](O)C[C@]2(C)[C@@]1(O)C(=O)COC(=O)C(C)(C)C
  A = -7 | B = 8 | C = -7 | D = 19 | E = 1.3 | F = 4 | G = 107 | H = 0.7 | I = 1 | J = -8

COc1ccc(CN2CCN(C(c3ccc(F)cc3)c3ccc(F)cc3)CC2)c(OC)c1OC
  A = -79 | B = 9 | C = 2 | D = -3 | E = 14 | F = 1 | G = 111 | H = 2.1 | I = -4 | J = -8

Cc1cccc(C)c1NC(=O)C1CCCCN1C (stereo unspecified)
  A = 6 | B = 10 | C = 8 | D = 12 | E = -1.0 | F = -6 | G = 101 | H = -1.9 | I = 2 | J = -16

C[C@H]1c2cccc(O)c2C(O)=C2C(=O)[C@]3(O)C(O)=C(C(N)=O)C(=O)[C@@H](N(C)C)C3[C@@H](O)C21 (stereo partly specified)
  A = -4 | B = 8 | C = 3 | D = -5 | E = 0.7 | F = 0 | G = 97 | H = -0.8 | I = 2 | J = -1

C/C=C(/C)C(=O)O[C@@H]1c2cc(OC)c(OC)c(OC)c2-c2c(cc3c(c2OC)OCO3)C[C@H](C)[C@]1(C)O
  A = 6 | B = -9 | C = 2 | D = 2 | E = -1.1 | F = 1 | G = 101 | H = 0.7 | I = -8 | J = 5

CCOC(=O)NNc1nncc2ccccc12
  A = 18 | B = 5 | C = -6 | D = -8 | E = -3.2 | F = -1 | G = 107 | H = -0.4 | I = 2 | J = 4

O=C1Cc2c([nH]c3ccc([N+](=O)[O-])cc23)-c2ccccc2N1
  A = -108 | B = -5 | C = -4 | D = 2 | E = 22* | F = -4 | G = . | H = 1.7 | I = 0 | J = -24

Sorted by the number under Keap1 Nrf2 FP (falling): 6 from the list above
compound,MOR-DOR inv ag,Keap1 Nrf2 FP,Arrestin-AP2 inh,OPRM1-OPRD1 ag,V-ATPase pHluor,DSG3 Ab inh,LANA DNA inh,Wnt act
C[C@H]1c2cccc(O)c2C(O)=C2C(=O)[C@]3(O)C(O)=C(C(N)=O)C(=O)[C@@H](N(C)C)C3[C@@H](O)C21 (stereo partly specified),-4,3,-5,0.7,0,97,-0.8,-1
COc1ccc(CN2CCN(C(c3ccc(F)cc3)c3ccc(F)cc3)CC2)c(OC)c1OC,-79,2,-3,14,1,111,2.1,-8
COC(c1ccccc1)(c1ccccc1)C(Oc1nc(C)cc(C)n1)C(=O)O (stereo unspecified),12,0,2,-2.4,-7,114,0.5,1
O=C1Cc2c([nH]c3ccc([N+](=O)[O-])cc23)-c2ccccc2N1,-108,-4,2,22*,-4,.,1.7,-24
Cn1c(=O)c2c(ncn2CCO)n(C)c1=O,6,-5,6,-1.2,6,154,-0.6,1
CCOC(=O)NNc1nncc2ccccc12,18,-6,-8,-3.2,-1,107,-0.4,4
